GLA spleen mod – alpha-galactosidase A (human) modulation. P06280. human spleen homogenate, 4MU-alpha-Gal fluorescence, 40 min. Potency, µM (titrated, usually from 80 µM), without a hit: top-dose activity change, negative = inhibition, hits mostly inhibitors. hit rate 0.008% among 240,000;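 note: 0% = enzyme with vehicle and -100% = no enzyme basal signal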
Target sequence (P06280 32-429 limits assumed): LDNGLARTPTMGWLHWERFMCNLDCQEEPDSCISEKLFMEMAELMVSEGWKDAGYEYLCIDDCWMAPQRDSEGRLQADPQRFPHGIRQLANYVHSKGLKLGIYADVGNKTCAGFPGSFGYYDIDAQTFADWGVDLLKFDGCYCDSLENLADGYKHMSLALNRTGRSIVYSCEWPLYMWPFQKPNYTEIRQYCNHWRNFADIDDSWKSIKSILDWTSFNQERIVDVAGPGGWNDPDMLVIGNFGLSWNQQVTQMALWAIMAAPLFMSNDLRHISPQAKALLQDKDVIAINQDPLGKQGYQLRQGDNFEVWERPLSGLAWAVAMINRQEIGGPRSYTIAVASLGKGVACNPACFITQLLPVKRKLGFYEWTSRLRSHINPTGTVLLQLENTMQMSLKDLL
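Human spleen homogenate (1 ug) was the enzyme source, with 4-methylumbelliferyl-alpha-D-galactopyranoside (1 mM final) in pH 5.0 citrate buffer with 0.01% Tween-20. Compounds were titrated; after 40 min at 37C, NaOH/glycine stop, 4-MU fluorescence read; AC50 from Hill fits.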
GAA spleen mod – lysosomal alpha-glucosidase (human) modulation; P10253; human spleen homogenate, 4-MU-alpha-glucoside fluorescence; Potency, µM (titrated, usually from 79.9 µM), for inactives: at the highest dose activity change, negative = inhibition, hits mostly inhibitors; hit rate 0.006% among 240,000;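 note: 0% = enzyme with vehicle and -100% = no enzyme basal signal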
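Enzyme source: human spleen homogenate, 1 ug/well. Buffer 50 mM citric acid/K phosphate pH 5.0, 0.01% Tween-20. 4-MU-alpha-glucoside 1 mM; 37 C x 40 min; NaOH/glycine stop; fluorescence.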
Tau ThT inhib – blocks human tau fibril formation measured by thioflavin T; P10636; recombinant tau K18 P301L, heparin-induced fibrillization, ThT fluorescence; Potency, µM (highest dose often 57.4 µM), without a hit: top-dose activity, negative = inhibition, actives largely listed as inhibitors; hit rate 2.1% among 270,000; note: % is set by controls: 0 for no effect and ±100 for the full control effect; nearly all actives have a fitted effect of over 55% in size
Target sequence (P10636 561-689 P618L limits assumed): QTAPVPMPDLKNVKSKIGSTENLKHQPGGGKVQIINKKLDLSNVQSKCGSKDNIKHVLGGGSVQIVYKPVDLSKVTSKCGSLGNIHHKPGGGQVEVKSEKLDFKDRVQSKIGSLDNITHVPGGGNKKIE
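Heparin-induced fibrillization of the P301L-mutant K18 repeat-domain fragment of human tau was followed by ThT binding in quantitative high-throughput format.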
HTT cytoprotect – Huntington cell model cytoprotection by ATP luminescence; hit rate 0.14% among 230,000; Potency, µM (highest dose often 56.4 µM), inactives show cytoprotection (ATP increase), actives largely listed as activators; PC12 HTT-Q103 induced, cytoprotection, ATP luminescence, 40 h;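 note: % of control where 0% means no effect; nearly all actives have a fitted effect of over 45% in size; toxic huntingtin expression switched on by the ecdysone agonist tebufenozide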
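PC12 cells with ecdysone-inducible HTT exon 1 Q103-GFP, induced with 100 nM tebufenozide and co-treated with library compounds in a dose series (1536-well, 1500 cells/well). Cytoprotection read as ATP content by ATPlite luminescence.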
Tau fluor counter – counter-screen for tau fibril formation inhibitors; tau K18 P301L Alexa594 fluorescence, heparin fibrillization; Potency, µM (titrated, usually from 57.7 µM), for the others: top-dose activity change, negative = decrease; hit rate 0.93% among 280,000; AID 1463; note: % is set by controls: 0 for no effect and ±100 for the full control effect; nearly all actives have a fitted effect of over 55% in size
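Human tau K18 P301L (15 uM unlabeled, 0.24 uM Alexa 594-labeled) in 100 mM sodium acetate pH 7 with 20 uM heparin, 6 hr at 37 C. ThT 30 uM added, 1 hr ambient; Alexa 594 FP and total fluorescence read at 555/632 nm.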
GAA glycogen – alters human alpha-glucosidase cleavage of glycogen; recombinant GAA, glycogen substrate, Amplex Red glucose oxidase fluorescence; Potency, µM (titrated, usually from 76.4 µM), for the others: at the top dose activity change, negative = inhibition, actives largely listed as inhibitors; hit rate 0.38% among 300,000; P10253; AID 2100;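 note: 0% = full enzyme reaction and -100% = no-enzyme basal signal; the screen sought inhibitors and activators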
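qHTS, 1536-well; enzyme 4 nM final; cpd up to 77 uM; substrate bovine liver glycogen 30 ug; 50 mM citrate/phosphate pH 5.0, 0.01% Tween-20; 37 C, 40 min; Amplex Red detection 45 min RT; Hill fit → AC50.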
GAA inh – blocks human lysosomal alpha-glucosidase; P10253; purified human GAA, 4-MU-alpha-glucoside fluorescence; Potency, µM (titrated, usually from 76.9 µM), for inactives: top-dose activity change, negative = inhibition, most hits filed as inhibitors; hit rate 0.005% among 200,000;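 note: plate controls were uninhibited enzyme wells for no effect and no-enzyme background for full effect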
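Read-out is 4-methylumbelliferone fluorescence (Ex 365/Em 440 nm) after NaOH/glycine stop at pH 10. Enzyme 4 nM, substrate 400 uM, pH 5.0 citrate buffer, 20 min room temperature; AC50 from Hill-equation concentration-response.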
Tau FP inhib – tau fibrillization inhibition (FP) | K18 P301L tau heparin fibrillization, Alexa594 FP, 6 h | hit rate 0.39% among 280,000 | Potency, µM (highest dose often 57.7 µM), for inactives: at the highest dose activity, negative = inhibition, actives largely listed as inhibitors | P10636; note: % is set by controls: 0 for no effect and ±100 for the full control effect; nearly all actives have a fitted effect of over 55% in size
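Compound effects on tau fibrillization are measured by Alexa 594 fluorescence polarization (ex 555, em 632 nm). K18 P301L tau is used at 15 uM with 0.24 uM labeled tracer, and 20 uM heparin induces aggregation over 6 hr at 37 C.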
* marks the source's active call; other numbers are inactive results; ? = inconclusive; . = not tested or not shown; [ ] = remark or other dose. Calls come from the whole dose curve; as a rule, active = well fitted curve in the direction sought with a large enough effect; inconclusive = small, poorly fitted or top-dose-only effect, or another doubt; inactive = no such curve, though single readings can be large; an effect the other way counts as inactive or inconclusive. Potency is the fitted concentration of half-maximal effect.

SMILES	GLA spleen mod	GAA spleen mod	Tau ThT inhib	HTT cytoprotect	Tau fluor counter	GAA glycogen	GAA inh	Tau FP inhib
CC(C)CNS(=O)(=O)c1ccc(CCC(=O)N2CCC(C(N)=O)CC2)cc1	0%	-2%	-5%	-4%	-6%	13%	-2%	-11%
CC(=NCCN1CCN(C(C)=C2C(=O)c3ccccc3C2=O)CC1)C1=C(O)CC(C)(C)CC1=O	-3%	-13%	?	.	-10%	12%	6%	-5%
C/C(Cc1ccccc1)=N/NC(=O)CCCC(=O)N/N=C(/C)Cc1ccccc1	5%	0%	-12%	-9%	-8%	-13%	1%	-12%
O=C(CSc1nnc(-c2ccc(Cl)cc2)n1Cc1ccco1)NCc1ccc2c(c1)OCO2	-2%	0%	-10%	-41%[inhibitor]	-6%	4%	?	6%
COc1ccc(CNC(=O)COC(=O)C2CCN(S(=O)(=O)c3ccccc3C(F)(F)F)CC2)cc1	3%	1%	-8%	4%[10 µM]	-23%	0%	-5%	7%
CCCCCCNC(=O)c1c(O)c2cccc3c2n(c1=O)CCC3	7%	-6%	-15%	25%	-20%	-2%	3%	-10%
CC1CN(C(=O)CN2C(=O)NC(C)(c3ccccc3)C2=O)CC(C)O1 (stereo unspecified)	13%	-3%	-6%	26%	-9%	1%	5%	3%
COc1ccc(NC(=O)CSc2nc3c(c(=O)n2-c2ccc(C)cc2)SCC3)c(OC)c1	-18%	-6%	5%	28%[10 µM]	2%	4%	5%	5%
CCC(C)(C)n1nnnc1C(c1cccc(C#N)c1)N1CCN(c2cc(C)ccc2C)CC1 (stereo unspecified)	4%	3%	-7%	1%	2%	9%	-6%	0%
COCCn1c(SCC(=O)Nc2cccc(C)c2)nnc1C(C)C	-12%	-7%	-12%	-5%	-6%	1%	-1%	-10%
C/C(N)=C(/C#N)C(=O)COC(=O)c1cc(-c2cccc(Br)c2)nc2ccccc12	-10%	-4%	-1%	-10%[10 µM]	0%	2%	-3%	1%
Cc1nc2cc(-c3ccccc3)nn2c(C)c1CCC(=O)NCCc1ccccc1	.	.	?	.	-14%	2%[76.3 µM]	.	-5%
Cc1ccc(C(=O)Nc2ccc3oc(-c4ccccc4C)nc3c2)cc1	.	.	?	.	-23%	-5%[76.3 µM]	.	?
Cc1ccccc1N=C/C=C1\N(C)c2ccccc2C1(C)C	?	-4%	?	-61%[inhibitor]	19%	7%	?	10%
CC(C)CNC(=S)N(Cc1ccco1)Cc1cc2cc3c(cc2[nH]c1=O)OCCO3	-11%	-8%	-6%	-17%[10 µM]	-12%	10%	6%	-11%
Cn1nnnc1SCCNCc1ccccc1OCc1ccccc1F	.	.	-17%	.	-24%	-6%[76.3 µM]	.	-4%
CCCC(=O)Nc1ccccc1N1CCN(C(=O)c2ccccc2)CC1	5%	4%	-2%	0%[10 µM]	-1%	7%	-3%	-5%
COCCn1nnnc1C(c1cc2cc(OC)c(OC)cc2[nH]c1=O)N1CCN(c2ccc(O)cc2)CC1 (stereo unspecified)	-12%	-6%	11%	16%[10 µM]	12%	-4%	?	10%
COc1cc(/C=N/NC(=O)C(Cc2c[nH]c3ccccc23)NC(=O)OCc2ccccc2)cc([N+](=O)[O-])c1O (stereo unspecified)	6%	-14%	13µM*	18%[10 µM]	?	-4%	-4%	?
CCCCCCCCCC[n+]1cccc(C(=O)N(CC)CC)c1	6%	-9%	2%	.	5%	-1%	-19%	5%
NC1=NC(=O)CC(C(=O)Nc2cccc3ccccc23)S1 (stereo unspecified)	-1%	1%	-7%	-19%	3%	1%	7%	8%
Cc1ccc(NC(=O)CSc2nnc(CNC(=O)c3c(F)cccc3Cl)o2)cc1	6%	-23%	8%	-5%	11%	0%	0%	3%
COc1ccc2nc(Nc3nc4ccc(NC(C)=O)cc4s3)sc2c1	-3%	-3%	?	-1%[10 µM]	13µM*[quencher]	13%	?	2%
N#CCC(=O)Nc1ccc(C(=O)OCC(=O)Nc2cccc(C(F)(F)F)c2)cc1	-10%	-6%	-8%	0%	?	-6%	1%	?
COc1ccc(N2CCN(/C(=N\S(=O)(=O)c3ccccc3)Nc3nc(C)cc(C)n3)CC2)cc1	-14%	-5%	-1%	14%[0.074 µM]	-1%	-23%	-2%	6%
COc1cc(-c2cc(C(F)(F)F)n3ncc(C(=O)O)c3n2)cc(OC)c1OC	-13%	-12%	-3%	-32%	0%	0%	-3%	4%
CN(C)CCN1C(=O)C(=O)/C(=C(/O)c2ccccc2)C1c1ccccc1F (stereo unspecified)	12%	5%	0%	3%	2%	-4%	-7%	2%
Cn1c(=O)c(C(=O)NCCO)c(O)c2ccccc21	10%	-5%	-14%	-35%	-8%	0%	-4%	3%
CCCOc1ccc(-c2nnn(CC(=O)OCC)n2)cc1	5%	-4%	?	-14%	-4%	-4%	-6%	1%
CCc1ccccc1N1CC(c2nc3ccccc3n2CCCCOc2ccccc2OC)CC1=O (stereo unspecified)	.	.	?	.	-18%	-10%[76.3 µM]	.	-3%
CCOC(=O)c1cnc(-n2[nH]c(C)c(Cc3ccccc3)c2=O)[nH]c1=O	-9%	.	?	-19%	-14%	1%	?	-5%
Cc1ccc(Nc2nnc(SC/C(O)=C(\C#N)c3nc4ccccc4[nH]3)s2)c(C)c1	8%	2%	?	30%[10 µM]	?	-1%	1%	6%
Cc1ccc(NC(=S)NC(=O)c2ccc(F)cc2)cc1S(=O)(=O)Nc1cccc(Cl)c1	12%	7%	13%	-78%[inhibitor][10 µM]	6%	25%	?	5%
Cc1ccc(N2C(=O)CC(N3CCN(C)CC3)C2=O)cc1 (stereo unspecified)	-2%	-1%	2%	14%[10 µM]	5%	1%	6%	9%
Cc1ccc(CNC(=O)CCCn2nc(C)n3c(cc4sccc43)c2=O)cc1	.	.	-4%	.	-4%	-14%[76.3 µM]	.	3%
CCC(=O)N1CCN(c2ccc(NC(=O)c3ccc([N+](=O)[O-])o3)cc2Cl)CC1	-4%	.	11µM*	0.63µM*	?	6%	-5%	3%
O=S(=O)(NC1CCCCC1)c1cccc(-c2nnc(-c3ccccc3)o2)c1	-8%	-8%	-9%	0%	-15%	-1%	-8%	9%
O=C(O)c1cccnc1SC1CC(=O)N(c2ccccc2)C1=O (stereo unspecified)	3%	-1%	.	1%[10 µM]	-5%	4%	.	-7%
O=C(COc1ccc(Cl)cc1Cl)Nc1nnc(C2=COCCO2)o1	5%	1%	-7%	-38%[inhibitor]	-5%	6%	-2%	1%
Cc1cccc(OCCNc2cc(N3CCOCC3)ccc2[N+](=O)[O-])c1	-13%	-6%	7.9µM*	24%[10 µM]	?	-7%	-7%	-3%
CC(=O)c1ccc(N(C(=O)Cn2nnc3ccccc32)C(C(=O)NC2CCCCC2)c2cn(C)nc2C)cc1 (stereo unspecified)	7%	3%	-6%	-9%[1.9 µM]	1%	1%	2%	-2%
C[N+](C)(C)C(Cc1c[nH]c2ccccc12)C(=O)[O-] (stereo unspecified)	4%	9%	1%	14%[10 µM]	3%	?	.	-2%
CCC(O)(C#CCN1CCCCC1)CC	5%	-11%	-7%	-38%[10 µM]	-11%	-4%	4%	1%
N#Cc1sc2nc(-c3ccccc3)cc(C(F)(F)F)c2c1N	-14%	-13%	-1%	-35%	-8%	7%	6%	-11%
O=C(NC(NC1CCS(=O)(=O)C1)C(Cl)(Cl)Cl)c1ccc(Br)cc1 (stereo unspecified)	-2%	-6%	-11%	-18%	-7%	-5%	3%	-1%
COC(=O)C1=C(C)NC(=O)NC1c1cn(-c2ccccc2)nc1-c1ccc(OC)c(Br)c1 (stereo unspecified)	.	.	-15%	.	-22%	10%[76.3 µM]	.	-7%
COc1cccc(CC(=O)NCC2COc3ccccc3O2)c1OC (stereo unspecified)	-7%	3%	-3%	-9%	-3%	0%	-12%[15.4 µM]	6%
COc1ccc(-c2csc(NC(=O)CSc3ccc(Br)cc3)n2)c(OC)c1	7%	3%	-16%	15%[10 µM]	-25%	-5%	-5%	-6%
C=CCn1c(=O)c2ccccc2n2c(SCc3nnc(-c4ccccc4Br)o3)nnc12	-6%	1%	-2%	-6%[10 µM]	-2%	16%	-3%	2%
COC(=O)c1ccccc1NC1CC(=O)N(c2c(C)cccc2C)C1=O (stereo unspecified)	?	-5%	-15%	-21%	-14%	3%	?	4%
CCn1c(SCC(=O)Nc2nc3ccccc3s2)nnc1-c1ccc(Br)cc1	-1%	-5%	-15%	-12%	-11%	3%	-12%	-8%
C=C(C(C)=O)C(O)c1cccc(OC)c1 (stereo unspecified)	-5%	-1%	-6%	24%	-4%	.	.	0%
CN(C)/C=N/c1c(C(=O)NCc2ccccc2)nnn1Cc1ccccc1	2%	-3%	-9%	-44%[inhibitor]	-16%	5%	2%	-5%
